Compound activity as filed in PubChem BioAssay.
SNCA expr inh: reduces expression of the alpha-synuclein gene | HEK-293 SNCA-luciferase knock-in, luminescence, 24 h | Potency, µM (series often up to 57.2 µM), for the others: top-dose activity change, negative = inhibition, actives largely listed as inhibitors | 140,000 tested, 0.17% active | AID 1671194;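 further: potency means the concentration at half of the fitted maximal effect; plate controls were DMSO cells for no effect and cell-free wells for full effect; nearly all actives have a fitted effect of over 45% in size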
GPT2 inhibitor: GPT2 alanine aminotransferase inhibition; Q8TD30; Recombinant GPT2, coupled pyruvate oxidase/HRP Amplex Red fluorescence; Potency, µM (series often up to 57.7 µM), for the others: at the top dose activity change, negative = inhibition, hits mostly inhibitors; 100,000 tested, 0.25% active; AID 1671188; further: potency means the concentration at half of the fitted maximal effect; nearly all actives have a fitted effect of over 60% in size; many of its hits are not listed in these tables
Target sequence (Q8TD30 whole entry, looked up): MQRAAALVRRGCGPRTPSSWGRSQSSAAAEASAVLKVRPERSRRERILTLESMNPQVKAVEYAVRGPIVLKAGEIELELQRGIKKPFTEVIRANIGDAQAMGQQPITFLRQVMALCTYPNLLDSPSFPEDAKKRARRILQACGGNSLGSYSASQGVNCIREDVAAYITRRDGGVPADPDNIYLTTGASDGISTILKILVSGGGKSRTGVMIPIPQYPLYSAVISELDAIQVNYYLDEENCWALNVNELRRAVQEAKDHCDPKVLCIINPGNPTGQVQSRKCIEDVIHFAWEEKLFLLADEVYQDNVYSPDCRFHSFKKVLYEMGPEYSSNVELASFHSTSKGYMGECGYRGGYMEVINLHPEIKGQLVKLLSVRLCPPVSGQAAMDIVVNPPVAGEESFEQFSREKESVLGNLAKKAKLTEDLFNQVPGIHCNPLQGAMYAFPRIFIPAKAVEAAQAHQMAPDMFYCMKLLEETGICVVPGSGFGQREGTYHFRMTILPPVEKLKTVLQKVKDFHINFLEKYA
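Fluorescence read-out: pyruvate from GPT2 turnover coupled to pyruvate oxidase, HRP and Amplex Red (0.2mM ThPP, 0.2U/mL PO and HRP, 50uM Amplex final). Substrates 250uM a-KG, 2mM L-alanine; enzyme 10ng/uL; 30 min RT.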
Luciferase inh: Photinus pyralis luciferase inhibition; P08659; purified P. pyralis luciferase, luminescence, biochemical; Potency, µM (highest dose often 115 µM), inactives show at the highest dose activity change, negative = inhibition, most hits filed as inhibitors; 76,000 tested, 2.5% active; further: potency means the concentration at half of the fitted maximal effect; nearly all actives have a fitted effect of over 65% in size
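Luminescence read by CCD imaging after purified firefly luciferase (10nM final) was added to substrate buffer holding 10uM D-luciferin and 10uM ATP, pH 7.5, pre-dosed with compound.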
IP6K1 inh: inhibitors of human IP6K1; IP6K1 kinase, ADP-Glo luminescence, 2 h; hits give low values; activity change, % (series mostly up to about 58 µM); 140,000 tested, 0.81% active; AID 1645851; in the data active means activity change below about -25%
Target sequence (Q92551 whole entry, looked up): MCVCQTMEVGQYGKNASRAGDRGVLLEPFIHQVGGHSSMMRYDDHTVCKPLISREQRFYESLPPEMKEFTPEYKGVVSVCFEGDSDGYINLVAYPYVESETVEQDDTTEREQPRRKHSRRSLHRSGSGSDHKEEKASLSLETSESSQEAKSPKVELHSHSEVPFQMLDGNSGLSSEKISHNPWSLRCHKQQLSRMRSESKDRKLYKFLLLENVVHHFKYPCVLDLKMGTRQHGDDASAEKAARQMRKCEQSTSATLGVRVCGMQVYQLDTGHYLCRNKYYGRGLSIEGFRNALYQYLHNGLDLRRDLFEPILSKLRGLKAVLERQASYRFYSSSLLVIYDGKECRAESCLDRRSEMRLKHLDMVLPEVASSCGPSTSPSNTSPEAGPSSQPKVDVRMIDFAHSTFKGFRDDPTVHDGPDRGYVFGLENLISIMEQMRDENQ
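ADP-Glo luminescence measures ADP made by human IP6K1 during a 2 h RT reaction with ATP/IP6 (mix at 1.3 mM/130 uM); top library doses 57.5 and 19.1 uM final.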
HEK293 tox: cytotoxic compounds in HEK 293 cells | HEK 293 viability, ATP luminescence (CellTiter-Glo), 48-72 h | Potency, µM (doses to about 115 µM), for the others: top-dose activity change, negative = cytotoxicity, most hits filed as inhibitors | 94,000 tested, 6.6% active | AID 1345083; further: potency means the concentration at half of the fitted maximal effect; nearly all actives have a fitted effect of over 60% in size
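qHTS cytotoxicity; HEK 293, 250 cells/well; compound pinned; 48 or 72 hr, 37 degree Celsius, 5% CO2, 95% humidity; CellTiter-Glo, 10 min RT; luminescence (ATP).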
3T3 cytotox: NIH 3T3 cell cytotoxicity. 94,000 tested, 4.3% active. NIH 3T3 viability, CellTiter-Glo ATP luminescence, 48-72 h. AID 1345082. Potency, µM (titrated, usually from 96.7 µM), for the others: at the highest dose activity change, negative = cytotoxicity, most hits filed as inhibitors; further: potency means the concentration at half of the fitted maximal effect; nearly all actives have a fitted effect of over 55% in size
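First NIH 3T3 cells are plated at 400 cells/well; next compound is pinned in; then plates incubate 48 or 72 hr at 37 °C; finally CellTiter-Glo is added and luminescence read after 10 min.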
HEK293 viab: counter-screen for SNCA expression inhibitors: cell viability; HEK-293-SNCA-luc viability, GF-AFC fluorescence, 24 h; Potency, µM (titrated, usually from 57.1 µM), inactives show at the top dose activity change, negative = cytotoxicity, hits mostly cytotoxic; 150,000 tested, 0.12% active; AID 1671193;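 further: potency means the concentration at half of the fitted maximal effect; 0% = DMSO-treated cells and -100% = medium-only wells without cells; nearly all actives have a fitted effect of over 30% in size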
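HEK-293-SNCA-luc cells (1500/well) plated 24 h, then exposed 24 h to a dilution series; GF-AFC added 30 min at 37C, fluorescence 405/540 nm; normalised to medium-only and DMSO wells, Hill fit.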
Numbers without * were called inactive; i = inactive; ? = inconclusive; nt = not tested or not shown; [ ] = remark or other dose. Unless noted, the call rests on the fitted dose curve; in most records, active means well fitted curve in the direction sought with a large enough effect; inconclusive means small, poorly fitted or top-dose-only effect, or another doubt; inactive means no such curve, though single readings can be large; an effect the other way counts as inactive or inconclusive. Unless noted, on the % scale 0 is the no-effect control and ±100 the full control effect. A portion of the library; count on the stated rates, not on these rows.

No.	Molecule	SNCA expr inh	GPT2 inhibitor	Luciferase inh	IP6K1 inh	HEK293 tox	3T3 cytotox	HEK293 viab
1	Cc1ccc(Cl)cc1NC(=O)Cn1c(=O)cc(C)c2c(C)nn(C)c21	4%	nt	nt	29	nt	nt	7%
2	Cc1ccc(C(=O)N2CCCCCCNC(=O)[C@@H]3CCC[C@@H]32)cn1	2%	i	-9%	4	i	0%	-6%
3	Cc1csc2nc(COc3ccccc3NC(=O)c3ccccc3Cl)cc(=O)n12	1%	nt	nt	-3	nt	nt	3%
4	CCOc1ccc(NC(=O)CN(Cc2ccccc2)S(=O)(=O)c2ccc(Cl)cc2)cc1	-13%	nt	nt	-17	nt	nt	4%
5	CC(C)c1ccc(CNC(=O)c2noc(-c3ccc4c(c3)OCO4)n2)cc1	97%[activator]	i	?	-7	?	-34%	19%
6	CCc1ccc(NC(=O)Cn2nc3c(cc2=O)CN(C(C)=O)CC3)cc1	0%	1%	2%	-3	6%	-7%	-3%
7	Cc1nc(-c2c3n(c(=O)n(CC(=O)Nc4c(C)cccc4C)c2=O)CCCC3)no1	-4%	i	0%	5	1%	-11%	-8%
8	CCN1CCN(c2cc(C)c3cc(NC(=O)c4cccc(C(F)(F)F)c4)ccc3n2)CC1	1%	nt	nt	9	nt	nt	2%
9	Cc1cccc(C(=O)N2CCN(C3CCN(C)C3=O)CC2)c1 (stereo unspecified)	-26%	i	-3%	6	3%	4%	5%
10	O=C1NC(=NC2CCCC2)C2(CCCN(CC3CCCCC3)C2)N1c1cccnc1 (stereo unspecified)	?	-1%	nt	-4	?	7.1µM*	-4%
11	COCCN1CCCN(C(=O)C2CCC2)c2ccccc21	-21%	i	-4%	-8	?	-11%	-6%
12	Cc1nc(N2CCOCC2)c2c(C(=O)N3CCN(c4cccc(C)c4C)CC3)c(C)oc2n1	?	nt	nt	31	nt	nt	5%
13	C[C@H]1[C@@H]2[C@@H](O)C([C@H](C)C(=O)NCc3ccccn3)CC[C@@]2(C)CC[C@@H]1NC(=O)c1ccc(C#N)cc1 (stereo partly specified)	-14%	3%	4%	-11	0%	i	6%
14	O=[S+]([O-])(NC1CCN(Cc2cccc(-c3cccs3)c2)CC1)c1cccc(C(F)(F)F)c1	?	-16%	nt	-10	?	8.9µM*	?
15	CCn1cc(CN2CCN(C(=O)c3ccc4[nH]ccc4c3)CC2)ccc1=O	23%	i	-11%	-3	3%	-8%	18%
16	Cc1nc(-c2ccc(Cl)cc2)n(Cc2ccc(F)cc2)c(=O)c1CCO	7%	-7%	-7%	-9	20µM*	?	3%
17	COC(=O)CNC(=O)C1CCCN1C(=O)c1cccc(-c2cccnc2)c1 (stereo unspecified)	nt	nt	nt	-4	?	-20%	nt
18	COc1ccc(C2Cn3cnc(C(=O)N4CCC(C(=O)NCc5ccccc5)CC4)c3CO2)cc1 (stereo unspecified)	1%	4%	4%	3	10%	i	0%
19	CCCCCNC(=O)Cc1csc2nc(C)c(-c3cc(C)n(-c4cc(F)ccc4C)n3)c(=O)n12	3%	i	6%	17	?	?	-16%
20	CO[C@@H]1COCC[C@H]1NC(=O)CCCn1nnc(-c2ccc(F)cc2)n1	-18%	-7%	-6%	-4	-17%	-4%	-15%
21	CCOCCCNC(=O)CCc1nc(C2CCCN2C(=O)c2ccccc2)no1 (stereo unspecified)	9%	-9%	5%	18	0%	3%	1%
22	COc1cc(CN2C[C@@H]3C(=O)N(C)C(=O)[C@@H]3C2)cc(OC)c1	-4%	i	10%	3	1%	-3%	-2%
23	CCOC(=O)c1scc(-c2ccc(C)cc2)c1S(=O)(=O)Nc1cccc(CC)c1	?	nt	nt	28	nt	nt	-9%
24	CCN(CCOc1ccccc1)C(=O)c1ccoc1C	20%	-1%	0%	14	?	-19%	-3%
25	CCN1c2cc(C(=O)NCc3cccc(Cl)c3)ccc2C(=O)N2CCCCC21 (stereo unspecified)	-6%	-1%	0%	-6	?	?	22%[12.5 µM]
26	O=C(Nc1ccc(Oc2ccccc2)cc1)O[C@@H]1CO[C@H]2[C@@H]1OC[C@@H]2Nc1nccc(-c2cccs2)n1	?	i	-14%	-2	-11%	-22%	-1%
27	Cc1ccc(-n2ncc3c(N4CCN(Cc5ccccc5)CC4)ncnc32)cc1C	58%[activator]	nt	nt	1	nt	nt	-3%
28	CCCCN(CC)CCCNC(=O)c1sc2nc(C)cc(C)c2c1-n1cccc1	-13%	nt	nt	32	nt	nt	-1%
29	Nc1nc(NCCCc2ccco2)cc(C2CC(O)C2)n1 (stereo unspecified)	-7%	i	10%	-4	?	?	-16%
30	N#CC1CCN(C(=O)CNC(=O)c2cccc(-c3ccc(C(F)(F)F)cc3)c2)CC1	-11%	i	nt	21	?	?	0%[12.5 µM]

Brought forward from above: 2 compounds, then new ones.
No.	Molecule	SNCA expr inh	GPT2 inhibitor	Luciferase inh	IP6K1 inh	HEK293 tox	3T3 cytotox	HEK293 viab
29	Nc1nc(NCCCc2ccco2)cc(C2CC(O)C2)n1 (stereo unspecified)	-7%	i	10%	-4	?	?	-16%
30	N#CC1CCN(C(=O)CNC(=O)c2cccc(-c3ccc(C(F)(F)F)cc3)c2)CC1	-11%	i	nt	21	?	?	0%[12.5 µM]
31	CCC1c2nccn2CCCN1C(=O)COC (stereo unspecified)	12%	i	1%	0	-13%	2%	16%
32	CN1c2cc(C(=O)Nc3ccc(OC(F)(F)F)cc3)ccc2C(=O)N2CCCC21 (stereo unspecified)	333%[activator]	i	40µM*	30	-24%	-1%	14%[12.5 µM]
33	COc1ccc(NC(=O)Cn2c(=O)n(Cc3nc(-c4ccccc4)no3)c(=O)c3cc4c(cc32)OCO4)cc1Cl	19%	nt	nt	20	nt	nt	11%
34	CCOc1ccc(C(=O)Nc2ccc(S(=O)(=O)N3CCCCC3c3cccnc3)cc2)cc1 (stereo unspecified)	?	nt	nt	-2	nt	nt	?
35	COc1ccc(-c2nc3ccc(NS(C)(=O)=O)cc3o2)cc1	53%[activator]	nt	nt	4	nt	nt	6%
36	Cc1noc(C)c1S(=O)(=O)N1CC[C@@H]2C(=O)NCCCCCCN(Cc3ccncc3)[C@@H]2C1	-3%	i	1%	6	i	-7%	3%
37	O=C(Cn1nc2c(cc1=O)CCCCC2)NCc1ccccc1	138%[activator]	i	?	25	5%	i	4%
38	Cc1ccc(Nc2ccnc(N3CCCC3C(=O)NC(C)C)n2)cc1 (stereo unspecified)	6%[87.6 µM]	-1%[88.5 µM]	nt	-9	?	?	-15%[12.5 µM]
39	CNC(=O)c1cc(C)nc2onc(C3CCCN3C(=O)c3ccccc3Cl)c12 (stereo unspecified)	nt	nt	nt	11	-9%	-22%	nt
40	Cc1ccc(-c2cc(C(F)(F)F)n3nc(C(=O)Nc4sc5c(c4C#N)CCC(C)C5)cc3n2)cc1 (stereo unspecified)	?	nt	nt	7	nt	nt	-20%
41	c1ccc2c(-c3cn(CC4CNCCO4)nn3)ccnc2c1 (stereo unspecified)	7%	-3%	-1%	6	i	1%	-9%
42	Cc1nc(N2CCC(NC(=O)c3ccc4ccccc4n3)CC2)cc(C(F)(F)F)n1	-14%	i	9%	-17	45µM*	?	-13%
43	Cc1ccccc1NC(=O)Cn1nnc(C(=O)NCc2ccco2)c1N	-5%	nt	nt	-7	nt	nt	-3%
44	CC[C@H]1OC(=O)[C@H](C)C(=O)[C@H](C)[C@@H](OC2O[C@H](C)C[C@H](N(C)C)[C@H]2O)[C@@H](C)C[C@@H](C)C(=O)/C=C/[C@]1(C)O (stereo partly specified)	nt	i	nt	18	nt	nt	-23%[23.9 µM]
45	Cc1ncc(S(C)(=O)=O)c(N2CC(N3CCCCC3C)C2)n1 (stereo unspecified)	-12%	-2%	2%	-10	0%	-1%	14%
46	COc1ccc(C(=O)Nc2cccc(-c3nnc4n3CCCC4)c2)cc1	7%	0%	?	-4	-15%	-24%	?
47	Cc1cccc(C(=O)NC2CCN(c3cc(-c4ccc(F)cc4)[nH]n3)CC2)c1	65%[activator]	i	1%	28	?	3%	6%
48	O=C(NCCCn1ccnc1)C1CCCN(c2nc(-c3ccccc3)nc3c2CCC3)C1 (stereo unspecified)	-18%	-9%	0%	2	?	?	?
49	Cc1ccc(S(=O)(=O)c2nnn3c2nc(NCc2cccs2)c2sccc23)cc1C	-4%	nt	nt	15	nt	nt	2%
50	CN(CCc1ccccc1)C(=O)CCC1CCN(c2cc(NC3CC3)ncn2)CC1	?	?	5%	7	35µM*	?	-10%
51	Cc1cccc(NC(=O)c2cc3c(N4CCSCC4)nc(C)cn3n2)c1	47%[activator]	i	-7%	1	40µM*	?	-4%
52	CCCCNC(=O)c1c(C)oc2ncn(CC(C)C)c(=O)c12	13%	nt	nt	6	nt	nt	?
53	CC(C)c1ccc(NC(=O)C2CCCN2S(=O)(=O)c2ccc3nc(-c4ccccc4)[nH]c3c2)cc1 (stereo unspecified)	?	nt	nt	6	nt	nt	-7%
54	COc1ccc(Cn2c(=O)c(C(=O)NCc3cccc(F)c3)nc3cccnc32)cc1	-4%	i	nt	-3	?	?	-15%
55	COc1cc(/C=C/C(=O)O[C@H]2CC[C@]34C[C@]35CC[C@]3(C)[C@@H]([C@H](C)CCC=C(C)C)CC[C@@]3(C)[C@@H]5CC[C@H]4C2(C)C)ccc1O	-46%[25.6 µM]	-13%	nt	8	nt	nt	-12%[23.9 µM]
56	CCn1c2ccccc2c2cc(C(=O)N3CCCCCCNC(=O)CC3)ccc21	-1%	1%	-18%	4	?	?	-4%
57	Cc1cccc(C)c1NC(=O)C1CCCN(S(=O)(=O)c2c(C)noc2/C=C/N(C)C)C1 (stereo unspecified)	6%	nt	nt	-7	nt	nt	4%
58	CC1CCC2(CC1)NC(=O)N(CC(=O)N(C)c1ccccc1)C2=O (stereo unspecified)	?	-3%	6%	-7	-24%	-15%	-11%
59	CCOC(=O)C1CCCN(C(=O)Cn2ncc3c(C)n(Cc4ccc(F)cc4)c(C)c3c2=O)C1 (stereo unspecified)	37%	nt	nt	-3	nt	nt	0%
